# Source: PubChem BioAssay
# Pol iota inh – qHTS for Inhibitors of Polymerase Iota | DNA polymerase iota (Homo sapiens), Q9UNA4 | Pol iota fluorescent replication assay, 10 min | Potency, µM (series often up to 115 µM), for the others: at the top dose activity, negative = inhibition, hits mostly inhibitors | 390,000 compounds, 1% hits | AID 588590, 2011; also: potency is read from the fitted curve at half-maximal effect
# Target sequence (Q9UNA4 whole entry, looked up): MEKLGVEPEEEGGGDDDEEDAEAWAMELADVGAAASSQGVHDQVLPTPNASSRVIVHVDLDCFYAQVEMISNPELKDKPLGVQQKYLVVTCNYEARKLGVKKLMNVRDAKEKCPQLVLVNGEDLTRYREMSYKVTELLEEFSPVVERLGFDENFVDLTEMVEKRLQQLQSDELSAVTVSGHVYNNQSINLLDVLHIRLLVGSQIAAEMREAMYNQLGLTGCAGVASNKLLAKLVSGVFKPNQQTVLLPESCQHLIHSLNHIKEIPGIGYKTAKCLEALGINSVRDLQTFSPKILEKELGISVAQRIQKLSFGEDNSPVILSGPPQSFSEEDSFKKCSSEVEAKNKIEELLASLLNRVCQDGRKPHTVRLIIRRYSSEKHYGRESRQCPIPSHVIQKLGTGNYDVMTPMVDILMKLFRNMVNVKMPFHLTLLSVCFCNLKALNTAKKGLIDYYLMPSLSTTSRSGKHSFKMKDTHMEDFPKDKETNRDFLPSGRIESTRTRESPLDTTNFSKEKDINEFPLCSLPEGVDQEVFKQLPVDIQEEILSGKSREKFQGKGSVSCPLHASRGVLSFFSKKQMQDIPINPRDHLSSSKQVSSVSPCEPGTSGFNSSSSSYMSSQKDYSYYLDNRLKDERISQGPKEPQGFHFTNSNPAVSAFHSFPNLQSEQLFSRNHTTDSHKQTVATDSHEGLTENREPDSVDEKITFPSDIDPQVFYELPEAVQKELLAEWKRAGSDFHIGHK
#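 Fluorescent replication assay read twice, at 0 min and 10 min after adding 50 nM (final) substrate. Enzyme (10 nM) and compounds were first incubated 15 min at room temperature; enzyme-free buffer wells were negative controls.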
# BLM helicase inh – qHTS Assay for Inhibitors of Bloom's syndrome helicase (BLM); RecQ-like DNA helicase BLM (Homo sapiens), P54132; recombinant BLM DNA unwinding, fluorescence dequenching; Potency, µM (highest dose often 56.1 µM), for the others: top-dose activity change, negative = inhibition, actives largely listed as inhibitors; 350,000 compounds, 0.2% hits; AID 2528, 2010;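 also: potency is read from the fitted curve at half-maximal effect; plate controls were vehicle for no effect and no enzyme for full effect; nearly all actives have a fitted effect of over 35% in size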
# APE1 inh – qHTS Assay for Inhibitors of the Human Apurinic/apyrimidinic Endonuclease 1 (APE1). DNA repair nuclease/redox regulator APEX1 (Homo sapiens), P27695. recombinant APE1, TAMRA/BHQ-2 abasic DNA cleavage fluorescence. Potency, µM (titrated, usually from 65.8 µM), inactives show top-dose activity change, negative = inhibition, hits mostly inhibitors. 350,000 compounds, 0.35% hits. AID 2517, 2012;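 also: potency is read from the fitted curve at half-maximal effect; plate controls were vehicle for no effect and reference inhibitor for full effect; nearly all actives have a fitted effect of over 55% in size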
#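 Readout is kinetic fluorescence (ex 525, em 598 nm) from cleavage of 50 nM TAMRA/BHQ-2 THF abasic duplex by 0.75 nM APE1, compound added 15 min beforehand at RT.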
# Pol beta inh – qHTS Assay for Inhibitors of DNA Polymerase Beta; P06746; Pol beta primer extension/strand displacement, fluorescence kinetic; Potency, µM (highest dose often 114 µM), for the others: top-dose activity change, negative = inhibition, usual class: inhibitors; 340,000 compounds, 1.3% hits; AID 485314, 2010; also: potency is read from the fitted curve at half-maximal effect; % is scaled to controls: 0 for no effect and ±100 for the full control effect
#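 Pol beta (10 nM) was preincubated with compound for 15 min at room temperature. The reaction was then started with 50 nM substrate and read immediately and after a further 10 min at room temperature.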
# POLH inh – qHTS for Inhibitors of Polymerase Eta; 390,000 compounds, 1.2% hits; Potency, µM (series often up to 114 µM), inactives show at the highest dose activity change, negative = inhibition, usual class: inhibitors; AID 588591, 2011; DNA polymerase eta (Homo sapiens), Q9Y253; recombinant Pol eta, fluorescent DNA replication assay; also: potency is read from the fitted curve at half-maximal effect; % is scaled to controls: 0 for no effect and ±100 for the full control effect
#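 Pol eta (10 nM) was preincubated with compounds for 15 min at room temperature, after which fluorescent replication substrate (50 nM final) was added to start the reaction. Fluorescence was read kinetically at 0 and 10 min.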
# Pol kappa inh – qHTS for Inhibitors of Polymerase Kappa | purified Pol kappa, fluorescent DNA synthesis assay, 10 min | Potency, µM (titrated, usually from 107 µM), without a hit: top-dose activity, negative = inhibition, actives largely listed as inhibitors | DNA polymerase kappa (Homo sapiens), Q9UBT6 | AID 588579, 2011 | 400,000 compounds, 0.53% hits; also: potency is read from the fitted curve at half-maximal effect; % is scaled to controls: 0 for no effect and ±100 for the full control effect
#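 Here, compound and 10 nM enzyme are combined for 15 min at room temperature; adding 50 nM substrate (final) starts DNA synthesis, tracked by fluorescence at 0 and 10 min against buffer-only wells.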
# GRP78 ERSR act – qHTS for Inducers of the Endoplasmic Reticulum Stress Response (ERSR) in Human Glioma: qHTS | U87-MG GRP78 promoter luciferase reporter, 16 h | Potency, µM, for inactives: at the top dose activation, actives largely listed as activators | 420,000 compounds, 0.02% hits | AID 602332, 2012; also: potency is read from the fitted curve at half-maximal effect; series mostly up to about 76 µM; % of control where 0% means no effect; nearly all actives have a fitted effect of over 35% in size
#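 Stably transfected U87-MG glioma cells carrying a GRP78-based luciferase sensor; 16 h compound incubation. Luminescence end-point read 10 min after Bright-Glo addition at room temperature.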
# LDHA inh – qHTS assay for inhibitors of human lactate dehydrogenase | purified LDHA, NADH/diaphorase-resazurin fluorescence; active compounds read low | AID 1347041, 2019 | L-lactate dehydrogenase A chain (Homo sapiens), P00338 | 480,000 compounds, 0.15% hits | activity change, % (values are at about 110 or 230 µM); in the data active = activity change below about -30%; inconclusive = mostly about -25% to -30%;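 also: plate controls were DMSO wells for no effect and wells without enzyme for full effect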
#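 Human LDH5 at 2 nM final in Tris HCl pH 7.4 with 0.06 mM NADH and 0.2 mM pyruvate, reacted 5 minutes at room temperature. Remaining NADH coupled via diaphorase/resazurin; resorufin fluorescence read at 0 and 20 minutes, normalized to enzyme-free and DMSO wells.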
# Apoferritin bind – qHTS Assay for Identification of Novel General Anesthetics | Ferritin light chain (Equus caballus), P02791 | AID 485281, 2010 | apoferritin/1-aminoanthracene competitive binding, fluorescence | 350,000 compounds, 0.074% hits | Potency, µM (highest dose often 77.5 µM), for inactives: at the top dose activity change, negative = displacement, hits mostly inhibitors; also: potency is read from the fitted curve at half-maximal effect; % is scaled to controls: 0 for no effect and ±100 for the full control effect; nearly all actives have a fitted effect of over 20% in size
# Target sequence (P02791 2-175 limits assumed): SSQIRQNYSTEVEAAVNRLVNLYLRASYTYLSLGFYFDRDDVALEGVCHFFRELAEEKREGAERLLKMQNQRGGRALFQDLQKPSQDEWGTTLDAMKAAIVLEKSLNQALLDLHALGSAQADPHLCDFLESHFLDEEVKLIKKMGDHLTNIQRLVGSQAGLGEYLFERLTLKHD
#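 Concentration-response curves derived by four-parameter Hill fitting of normalized fluorescence, where compounds displaced 1-AMA from 10 uM horse apoferritin following a brief 10 min room-temperature incubation; propofol titration acted as positive control.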
# Starred values were filed as active, the others as inactive; ? = inconclusive; nt = no result given; & = joins results of further samples; [ ] = remark or other dose. Unless noted, calls follow the shape of the dose curve; as a rule, active = well fitted curve in the direction sought with a large enough effect; inconclusive = small, poorly fitted or top-dose-only effect, or another doubt; inactive = no such curve, though single readings can be large; an effect the other way counts as inactive or inconclusive.
SMILES	Pol iota inh	BLM helicase inh	APE1 inh	Pol beta inh	POLH inh	Pol kappa inh	GRP78 ERSR act	LDHA inh	Apoferritin bind
N#Cc1cccc(NC(=O)N2CCCC3(CCN(C(=O)Oc4ccccc4)CC3)C2)c1	nt	-1%	4%	nt	nt	-8%[60.1 µM]	-2%	nt	nt
COC(=O)C1=C(c2c(C)noc2C)C[C@@H]2CC[C@H]1N2C(=O)NCc1ccc2c(c1)OCO2	27%	nt	27%	nt	-21%	1%	-2%	2	nt
COC(=O)c1sc(NC(=O)/C=C/c2ccc(OC)c(OC)c2)c(C(=O)OC)c1C	3%	-10%	nt	-23%	-14%	-2%	0%	-7	47%[activator]
Oc1cn2c(n1)Nc1ccc(Cl)c(Cl)c1C2	nt	-2%	?	nt	nt	-4%[19.4 µM]	-5%	nt	nt
C=CCn1c(O)c(C(C)=NCCCN(C)C)c(=O)[nH]c1=O	49%[activator]	-6%	-5%	1%	3%	-14%	-4%	-4	-4%
CN(C)c1ccc(C2C3C=CC(C3)C2(C#N)C(=O)O)c(Br)c1 (stereo not drawn)	53%[activator]	0%	14%	0%	-7%	-7%	2%	-4	3%
C/C(=N/O)c1ccc2ccc3ccccc3c2c1	7%	nt	nt	nt	-4%	-13%	16%	5	nt
O=C1CC(c2c(F)cccc2Cl)c2c(c3ccccc3oc2=O)O1 (stereo not drawn)	-15%	0%	nt	?	nt	-19%	nt	0	3%
O=C(COc1ccc(Br)cc1)N1CCN(Cc2ccncc2)CC1	5%	1%	5%	1%	-9%	-18%	1%	-39*	-4%
O=C1CC(=O)N(c2ccccc2)C(=O)N1	-8%	nt	nt	nt	-10%	-19%	-2%	-6	nt
Cn1c(O)c(/C=N/c2ccccn2)c(=O)n(C)c1=O	10%	0%	-3%	5%	0%	2%	-4%	-3	-10%
Cc1c(C(=O)Nc2ccccc2)c2cc(O)ccc2n1Cc1ccccc1	88%[activator]	-16%	-4%	-3%	-25%	-17%	0%	-2	-7%
CNC(=O)Oc1ccc2c(c1)[C@]1(C)CCN(C)C1N2C (stereo partly drawn)	-5%	nt	0%	nt	1%	1%	-1%	3	nt
COC(=O)c1ccccc1OP(=O)(c1cccc([N+](=O)[O-])c1)c1cccc([N+](=O)[O-])c1	112%[activator]	-4%	0%	-1%	-5%	-5%	-4%	-9	-7%
CCOc1ccc(NC(=O)C2C3c4ccccc4C(c4ccccc43)C2C(=O)O)cc1 (stereo not drawn)	-10%	-2%	-3%	?	-11%	8%	-1%	-2	-4%
OC1(c2cccnc2)CC2CCC(C1)N2Cc1nnnn1Cc1ccccc1 (stereo not drawn)	21%	-5%	-5%	15%	-14%	-10%	-9%	-1	-14%
O=C(NC[P+](=O)O)OCc1ccccc1	-6%	-3%	-1%	2%	-11%	8%	-2%	-1	-11%
CCCCC/C=C\C/C=C\CCCCCCCC(=O)NCCO	nt	8%&-1%	-2%&27%&2%	nt	nt	6%[19.4 µM]	-3%	nt	-11%
NC(=O)c1ccc(NC(=O)COC(=O)C2(c3ccccc3F)CCCC2)cc1	16%	-8%	-4%	1%	5%	-6%	-6%	-2	-10%
COC(=O)C1=C(c2ccc(F)cc2F)C[C@@H]2CC[C@H]1N2C(=O)N1CCC(O)CC1	11%	nt	-6%	nt	-6%	0%	-2%	-1	nt
Cc1ccc(-n2c(/C=C/c3ccc(Br)s3)nc3ccccc3c2=O)cc1	12%	-6%	nt	2%	-8%	-9%[60.1 µM]	-1%	-4	-3%
CCCN[C@@H]1CCc2c(OC)cccc2[C@@H]1C	nt	3%	15%&-3%	nt	nt	2%&-4%[19.4 µM]	-2%&-5%	nt	3%
O=C1C2CCN(CC2)[C@@H]1Cc1ccc2ccccc2c1O	23%	2%	20%	5%	-3%	0%	3%	8	-5%
COc1cccc(N=Nc2c(O)[nH]c(=S)[nH]c2=O)c1	?	-20%	-1%	1%	-10%	0%	0%	-2	-8%
CCC1CCCCN1CC(=O)c1ccc(OC(F)F)cc1 (stereo not drawn)	23%	0%	-1%	0%[57.1 µM]	-19%	-7%	-4%	-1	-11%
COC(=O)C12OCC34C(CC5C(C)=C(O)C(=O)CC5(C)C3C(O)C1O)OC(=O)C(OC(=O)/C=C(\C)C(C)C)C24 (stereo not drawn)	0%	nt	nt	nt	-19%	-2%	-5%	-3	nt
Cc1[nH]ccc2c1[nH]c1cc(=O)ccc12	-19%	70%[activator]	?	?	-16%	?	-1%&-7%&-5%&-5%	10	125%[activator]
O=[N+]([O-])c1ccc(C[n+]2c(-c3ccccc3)cc(-c3ccccc3)cc2-c2ccccc2)cc1	-1%	nt	9%	nt	-10%	-12%	-6%	-3	nt
CCOc1ccc(C(=O)N2CCC(c3noc(-c4ccc(S(=O)(=O)N5CCCC5)cc4)n3)CC2)cc1	29%	-5%	nt	22%	-23%	-3%	-2%	-1	-13%
CCN1C(=O)NC(=O)/C(=C/c2cc(C)n(-c3sc(C)c(C)c3C#N)c2C)C1=O	-17%	?	7%	14%	?	-1%	-3%	-2	-4%

# Later entries.
SMILES	Pol iota inh	BLM helicase inh	APE1 inh	Pol beta inh	POLH inh	Pol kappa inh	GRP78 ERSR act	LDHA inh	Apoferritin bind
CCOC(=O)c1ccc(-[n+]2c(-c3ccccc3)cc(-c3ccccc3)cc2-c2ccccc2)cc1	?	nt	3%	nt	-10%	-2%	-7%	-9	nt
CC[C@H]1CN2CCC1C[C@@H]2[C@@H](O)c1ccnc2ccc(OC)cc12 (stereo partly drawn)	-5%	nt	nt	nt	-7%	19%	-5%	0	nt
C[N+]1(C)CCO[C@](O)(c2ccc(-c3ccc([C@]4(O)C[N+](C)(C)CCO4)cc3)cc2)C1	nt	42%[activator][21.4 µM]	-1%[21 µM]	nt	nt	-9%[12 µM]	-5%	nt	-1%[29.3 µM]
CCCCNC(=O)Nc1ccc(C(O)(C(=O)OCC)C(F)(F)F)cc1 (stereo not drawn)	17%	-5%	-2%	-1%	-13%	-13%	-1%	-2	?
C=C(COC(=O)CCC(=O)O)CC1CC(O)[C@]2(C)OC3CC4OC5C[C@]6(C)O[C@]7(C)CCC8OC9C[C@]%10(C)OC%11C(C)=CC(=O)OC%11CC%10OC9C[C@@H](C)C8OC7CC6O[C@]5(C)C/C=C\C4OC3CC2O1 (stereo partly drawn)	?	1%	20%&-8%	0%	1%	-8%	-1%	-14	-13%
CN(C)c1cc(N)c2c(n1)CCC2 (tested in a mixture with another compound)	28%	0%	-4%	6%	-5%	-11%	-1%	-1	8%
COc1ccc(C2CC(c3cccs3)=NN2c2nc(C)c(C(C)=O)s2)cc1OC (stereo not drawn)	9%	-5%	3%	1%	-24%	-7%	-4%	1	57%[activator]
CC(=O)N1CCN(c2ccc(N=Cc3c(O)n(-c4ccc(Cl)cc4)c(=O)[nH]c3=O)cc2)CC1	7%	-10%	0%	-14%	?	-9%	-4%	4	-7%
Cc1cc(C)cc(NC2=NCCCS2)c1	14%	0%	1%	3%	-11%	8%	-2%	1	-14%
COc1cccc(C2(C#N)CCN(C)CC2)c1	78%[activator]	1%	-1%	4%	-15%	-13%	1%	2	-16%
Cn1c(=O)c2nncnc2n(C)c1=O	15%	-12%	-10%	3%	-2%	1%	-5%	0	29%
Cc1nc2c(C(=O)N3CCC4(CC3)OCCO4)cnn2c(C)c1Cc1cccc(Cl)c1	7%	0%	-1%	0%	-12%	-8%	2%	-4	-18%
Cc1ccc2c(c1)c(=O)c1c3n2CCN(CC2CO2)C3CC1 (stereo not drawn)	61%[activator]	-5%	2%	34%	-4%	-3%	-2%	16	1%
CCN(CC)c1ccc(N=Cc2c(O)n(-c3cc(OC)ccc3OC)c(=O)[nH]c2=O)cc1	?	-3%	-11%	-2%	-19%	6%	-4%	20	-14%
CC(=O)O[C@@H]1CC[C@]2(C)C3CC[C@]4(C)C(=O)[C@H](O)CC4C3[C@@H](OC(C)=O)C[C@H]2C1 (stereo partly drawn)	39%[activator]	nt	33%	nt	-21%	4%	-7%	-5	nt
O=c1[nH]c(=S)[nH]c(O)c1N=Nc1ccc(SC(F)F)cc1	?	-7%	1%	-30%	9%	-16%	-7%	-7	-6%
CC(C)OP(=O)(OC(C)C)C(NCc1ccccc1)c1ccccc1 (stereo not drawn)	110%[activator]	-1%	-4%	-8%	9%	-14%	-3%	-6	-5%
O=C1CC2OCC=C3CN4CCC56c7cc([N+](=O)[O-])ccc7N1C5C2C3CC46 (stereo not drawn)	8%	-5%	-9%	6%	-17%	0%	-2%	-2	-9%
COc1ccc(NC2Oc3cc4c(cc3C(c3cc(OC)c(OC)c(OC)c3)C2C)OCO4)cc1 (stereo not drawn)	23%	nt	nt	nt	-26%	-14%	-4%	16	nt
CN1C(=O)/C(=C/c2cccn2-c2ccc3ccccc3c2)C(=O)NC1=S	8.9µM*	-18%	1%	22µM*	4µM*	32µM*	0%	9	?
COc1ccc(Cl)cc1NC(=O)CN1C(=O)CN=C(c2ccccc2)c2cc(Cl)ccc21	12%	-11%	nt	-12%	-19%	-18%	-3%	7	1%

# An excerpt; count on the stated rates, not on these rows.
